PG9 Ab binder: PG9 antibody binding by small molecule; 0.43% of 360,000 active; inhibition, % at 6.7 µM; TR-FRET gp120-PG9 antibody binding; in the data active means inhibition above about 8.5%
Rev-erbA mod: modulators of human Rev-erb alpha DNA binding. Rev-erbα–FITC-DNA binding, fluorescence polarization, 90 min. activity, % at 10 µM. 0.79% of 370,000 active. AID 1259318;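 active means activity above about 14%, limit read from the data; passing the limit was not always enough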;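 further: 0% = DMSO wells with 35 nM protein and 100% = DMSO wells with 750 nM protein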
UHRF1 binding: blocks human UHRF1 binding to methylated DNA | 0.75% of 370,000 active | AID 687016 | inhibition, % at 4.4 µM | UHRF1 binding to methylated oligo, TR-FRET | Q96T88; in the data active means inhibition above about 21%;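 further: UHRF1 SRA domain binding a hemimethylated CpG hairpin DNA probe; 0% = median of test compound wells and 100% = reference inhibitor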
rCAG binder: binds r(CAG) RNA repeats. r(CAG) RNA repeat, TO-PRO-1 dye displacement fluorescence. inhibition, % at 3 µM. 1.3% of 370,000 active. AID 651821;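 active means inhibition above the plate cutoff, the mean of all test compounds on that plate plus 3 SD, cut at about 35% in these data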;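 further: 0% = DMSO alone and 100% = 100 µM mitoxantrone as full dye displacement; higher means more dye released from RNA so lower well fluorescence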
LEDGF integ inh: blocks HIV-1 LEDGF/p75-dependent DNA integration | 0.64% of 370,000 active | TR-FRET IN-LEDGF/p75 DNA integration, Eu/Cy5 | inhibition, % at 3.7 µM;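 active means inhibition above the screen-wide mean plus 3 SD, cut at about 13% in these data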;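 further: signal is the Cy5 over europium emission ratio at 671 and 618 nm; 0% = plate median of compound wells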
ABHD4 inh: ABHD4 (mouse) inhibition, primary FP screen | Q8VD66 | purified mABHD4, FP-Rh probe fluorescence polarization | inhibition, % at 8.92 µM | 0.54% of 370,000 active | AID 720543;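 active means inhibition exceeding the mean over every tested compound plus 3 SD, cut at about 30% in these data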;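 further: 0% = plate median of compound wells and 100% = S159A mutant with DMSO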
Target sequence (Q8VD66 whole entry, looked up): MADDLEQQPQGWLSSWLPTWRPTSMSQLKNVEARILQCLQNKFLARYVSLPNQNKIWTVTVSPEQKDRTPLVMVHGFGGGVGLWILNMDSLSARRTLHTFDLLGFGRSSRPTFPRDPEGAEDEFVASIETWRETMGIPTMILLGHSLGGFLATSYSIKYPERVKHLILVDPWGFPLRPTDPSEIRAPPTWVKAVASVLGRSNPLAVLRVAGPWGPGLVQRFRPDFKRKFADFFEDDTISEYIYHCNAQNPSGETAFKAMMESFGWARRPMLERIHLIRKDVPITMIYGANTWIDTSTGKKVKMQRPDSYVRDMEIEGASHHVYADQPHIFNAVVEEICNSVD
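Test system: mABHD4 protein | Buffer or medium: HEPES pH 7.0 buffer, 150 mM NaCl, 0.01% Pluronic F-127 | Probe or stimulus: FP-Rh fluorescent activity-based probe, added after compound pre-incubation | Timing: Pre-incubation 45 min, probe exposure 60 min, at 25 °C | Technique: Fluorescence polarization, excitation 525 nm, emission 598 nm, BODIPY TMR filters | Repeats: Single well per compound (singlicate)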
HTRA1 inhibitor: inhibitors of human serine peptidase HTRA1; 0.5% of 340,000 active; recombinant HTRA1, FP-rhodamine activity-based probe, fluorescence polarization; inhibition, % at 5.96 µM; in the data active means inhibition above about 36%;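 further: 0% = enzyme with DMSO and 100% = wells lacking enzyme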
TCR CD3 inh: blocks the human TCR-CD3 interaction; TAMRA-labeled TCR probe fluorescence, biochemical; 0.37% of 360,000 active; AID 651800; inhibition, % at 9.4 µM; in the data active means inhibition above about 19%;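 further: recombinant mutant TCR 2C K166C tagged with TAMRA read by polarization; 0% = receptor in buffer alone and 100% = receptor with positive control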
PRMT1 inh: blocks human protein arginine methyltransferase 1; inhibition, % at 2.79 µM; recombinant PRMT1, activity-based probe fluorescence polarization; 1.3% of 370,000 active; Q99873;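 active means inhibition above about 21% made by adding two undisclosed values, limit read from the data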
MBD2 inh: inhibitors of human MBD2 binding to methylated oligonucleotide; TR-FRET; inhibition, % at 4.4 µM; 0.31% of 370,000 active; Q9UBB5; in the data active means inhibition above about 13%
Target sequence (Q9UBB5 whole entry, looked up): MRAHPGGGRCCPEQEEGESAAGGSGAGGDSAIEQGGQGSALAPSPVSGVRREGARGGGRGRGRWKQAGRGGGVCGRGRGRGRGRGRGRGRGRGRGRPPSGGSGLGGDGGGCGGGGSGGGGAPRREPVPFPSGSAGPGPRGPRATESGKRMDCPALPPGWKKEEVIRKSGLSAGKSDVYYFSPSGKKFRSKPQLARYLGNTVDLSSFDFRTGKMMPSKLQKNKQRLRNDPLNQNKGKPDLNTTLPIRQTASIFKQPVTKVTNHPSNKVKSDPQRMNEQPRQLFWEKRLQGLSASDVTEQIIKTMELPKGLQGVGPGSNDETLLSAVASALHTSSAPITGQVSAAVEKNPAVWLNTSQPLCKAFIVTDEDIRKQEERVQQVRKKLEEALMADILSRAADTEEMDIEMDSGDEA
* = called active by the depositor; · = not tested or not shown. Only part of the results is shown; count on the stated rates, not on these rows.

No.	SMILES	ABHD4 inh	TCR CD3 inh	LEDGF integ inh	HTRA1 inhibitor	Rev-erbA mod	PG9 Ab binder	rCAG binder	MBD2 inh	PRMT1 inh	UHRF1 binding
1	CN1C(=O)c2ccccc2C(C(=O)NCC2CCCO2)C1c1c[nH]c2ccccc12 (stereo not given)	-3	-5	1	8	4	0.4	3	7	1	2
2	CCn1nc(C(=O)Nc2ccc(N3CCOCC3)cc2)c2ccccc2c1=O	8	9	-4	7	12	-2.0	7	-2	0	-3
3	Cc1ccc(-c2[nH]c3cc(C(=O)NCCCn4ccnc4)ccc3c(=O)c2O)cc1	13	41*	-1	29	0	-0.3	3	-4	-1	-8
4	CN(C)CCN(C(=O)CCc1ccccc1)c1nc2c(F)cc(F)cc2s1	-6	1	2	0	5	-4.2	-3	-3	0	-3
5	Cc1ccc(Nc2nc3ccccc3c(=O)s2)cc1	5	-6	0	-5	-6	-1.2	5	-2	-2	3
6	COc1ccccc1NS(=O)(=O)c1ccc(O)c(C(=O)OCC(=O)c2ccc(Cl)cc2Cl)c1	8	2	4	-15	3	0.1	17	-6	5	-1
7	CCOC(=O)c1nn(-c2ccccc2C)c(=O)c(C#N)c1C	4	9	-1	4	-6	-1.5	0	0	0	1
8	CCOC(=O)c1c(NC(=O)CCC(=O)O)sc2c1CC(C)(C)OC2	5	2	3	10	-4	-4.3	2	0	3	3
9	CC1(Cc2cccc(C#N)c2)C(=O)Nc2ccc(-c3cccc(C(F)(F)F)c3)cc21 (stereo not given)	-33	9	-3	·	1	0.1	3	-9	-1	-1
10	CN/S(=N/S(=O)(=O)c1ccccc1)c1ccc(C)cc1 (stereo not given)	5	5	-1	0	2	-0.7	-5	0	-1	0
11	O=C(C1CCC(CNc2c(N3CCCC3)c(=O)c2=O)CC1)N1CCc2ccccc21 (stereo not given)	4	-1	-2	-2	-5	0.0	-3	-2	1	0
12	C=CCN(Cc1ccc(Cl)s1)C(=O)c1cc(S(=O)(=O)N2CCOCC2)ccc1F	3	-5	0	-8	4	-1.3	2	3	4	2
13	CCC(CC)NC(=O)C1CCN(S(=O)(=O)c2cccs2)CC1	6	2	0	9	-6	0.6	-2	9	3	1
14	O=C(CSc1nnc(-c2ccc(O)cc2)o1)Nc1ccccc1Br	2	6	2	4	3	-0.1	0	3	-2	-3
15	C=CC(C)(O)CCCC(C)CCCC(C)CCCC(C)C (stereo not given)	3	6	2	1	-2	-2.6	0	-2	0	1
16	C[C@@H](C(=O)CC(=O)OC(C)(C)C)[C@@H](O)c1c(F)cccc1Cl	0	-2	0	-4	-4	-1.1	6	-4	-1	1
17	O=C(NCC(c1cccnc1)N1CCN(c2ccc(F)cc2)CC1)C1CCCCC1 (stereo not given)	-5	6	-1	4	1	0.9	-5	2	-4	-1
18	Cc1cccc(NC(=O)CN2C(=O)N/C(=C\c3ccc(-c4cccc(C(=O)O)c4)o3)C2=O)c1	6	5	5	-14	6	0.9	69*	2	27*	6
19	Cc1ccc(C(=O)Nc2cccc(S(=O)(=O)N3CCOCC3)c2)cc1[N+](=O)[O-]	-2	2	0	-1	-2	1.5	-2	2	-4	3
20	CCc1nn(C(C)C(=O)NCc2cccc(OC)c2)c(=O)c2cc3occc3n12 (stereo not given)	2	9	-3	0	3	-1.9	-4	0	-2	0
21	O=C(CCl)Nc1ccccc1C(=O)Nc1ccc2c(c1)OCO2	6	-9	-2	-3	7	-1.6	4	2	7	2
22	O=C(O)c1cnn(-c2nc(-c3ccc(Cl)cc3)cs2)c1C(F)(F)F	-12	5	3	-21	-5	5.9	20	-1	4	-2
23	COc1ccc(CNC(=O)CN(C)S(=O)(=O)c2ccc3c(c2)c(=O)n(C)c(=O)n3C)cc1	5	5	0	2	9	0.5	-3	-3	-1	-1
24	CC(NC(=O)c1ccc(Cl)cc1)C(=O)NC1=NCCS1 (stereo not given)	-1	1	-3	-2	-4	1.2	-1	5	7	4
25	Cc1ccccc1-c1n[nH]c(=S)n1Cc1ccccc1	-5	4	2	2	-2	-2.4	4	2	-4	2
26	Cc1ccccc1OCC(=O)N1CCCc2ccccc21	-3	-3	2	-3	-5	2.6	-5	-4	-1	6
27	COC(=O)C1=C(C)N(Cc2ccccc2)C(=O)N[C@H]1c1ccco1	6	-2	2	-2	8	1.9	13	1	8	4
28	Cc1nc2ccccc2c(=O)n1/N=C/c1c(O)ccc2oc3c(c12)CCCC3	9	4	0	6	-11	-1.9	3	0	2	-2
29	Cc1ccc(-c2nc3ccc(Br)cn3c2Cc2ccccc2)cc1	-8	-3	-1	·	6	-2.6	35	4	2	19
30	C=CCNC(=O)COC(=O)CNC(=O)c1cc(Cl)cc([N+](=O)[O-])c1	1	0	0	-5	-1	-0.8	2	1	-1	0
31	CCOC(=O)C1=C(COC(=O)CCOc2ccc(OC)cc2)NC(=O)NC1C (stereo not given)	-1	-2	3	1	3	-0.1	-4	2	-3	-1
32	COc1ccc(CN2C(=O)CN(S(C)(=O)=O)CC2(C)c2nnnn2C2CCCCC2)cc1 (stereo not given)	-3	·	3	·	4	·	2	-5	-8	2
33	O=C(CSc1nnnn1C1CCCC1)Nc1ccc2c(c1)OCCO2	-3	-4	2	-5	2	0.2	-1	0	4	6
34	COc1ccccc1NC(=O)Nc1nc(CC(=O)NCc2ccccn2)cs1	8	4	0	0	1	0.5	-1	0	-2	-1
35	CCn1cc2nc(SCC(=O)Nc3ccc(F)cc3F)n(Cc3ccccc3)c(=O)c2n1	-6	-7	-6	-14	-4	-0.8	-1	0	3	-2
36	COc1ccc(C(=O)c2coc(-c3ccccc3C(=O)O)c2C(=O)O)cc1	-13	-1	-3	0	-1	0.1	0	10	4	6
37	Cc1ncc([N+](=O)[O-])n1CCOC(=O)NC(NCc1cccnc1)C(Cl)(Cl)Cl (stereo not given)	-1	7	3	-2	-2	-2.6	1	-1	-1	-1
38	Fc1ccc2c(c1)Sc1ccc(Cl)cc1CC2N1CCN(CCC2OCCO2)CC1 (stereo not given)	6	-3	0	-1	-3	-0.1	1	1	2	1
39	O/N=C1\CC(O)Cc2nonc21 (stereo not given)	1	0	5	12	0	1.9	5	-4	-3	4
40	C/C(=N\NC(=S)Nc1cc(S(=O)(=O)N2CCOCC2)ccc1Cl)c1ccc(N2CCOCC2)cc1	3	0	0	-4	-3	0.6	11	0	-4	0
41	C=CCC(O)(CC=C)CNC(=O)c1ccc(OC)c(OC2CCN(C(C)=O)CC2)c1	-5	1	1	4	-2	-3.4	-4	-1	1	1
42	Cc1c(C(=O)NCCc2ccccc2)oc2ccccc12	-7	7	0	-10	3	-0.8	-3	3	-2	-2
43	Cc1nn(CC(=O)Nc2ccc3c(c2)nc(CCN2CCCCC2)n3C)c(=O)c2ccccc12	-7	6	3	0	-14	-2.5	4	2	4	0
44	Cc1cccc(CCNCc2c(C(=O)O)c(C)n(-c3ccccc3)c2C)c1	6	5	1	-17	2	-1.4	-1	1	-2	-1
45	Cc1cc(C)c(CN2CCN(C(=O)Cn3ccc(NC(=O)OCc4ccccc4)nc3=O)CC2)c(C)c1	-4	-1	-1	-67	0	0.3	-2	6	0	3
46	COc1ccc([C@H]2C[C@H](O)[C@@H](n3cc(C4CC4)nn3)CN2C(=O)c2cccs2)cc1	2	5	4	-2	-9	-0.8	2	-1	0	1
47	Cc1cccc2c(N=Nc3ccc(S(=O)(=O)Nc4cccc(Cl)c4)cc3[N+](=O)[O-])c(O)[nH]c12	43*	3	-2	37*	0	-3.5	24	2	1	1
48	CCN(CC)S(=O)(=O)c1ccc(C)c(NC(=O)COC(=O)C=C(C)C)c1	8	-9	-2	-5	-1	0.6	-5	-1	4	3
49	CN(CC(=O)N1CCc2ccccc21)S(=O)(=O)c1ccc(Br)s1	-17	10	-1	-7	9	-2.6	-2	1	1	2
50	C=CCNc1nnc(Cc2ccc(F)cc2)c(=O)[nH]1	3	4	3	3	-2	-1.5	-1	3	-3	0
51	COc1cccc(/C=C2\CCC(C3CCCC3)C2=O)c1 (stereo not given)	3	1	-3	-3	-2	-1.2	2	-1	-2	-2
52	CC(C)CNC(=O)c1coc(=O)c(Br)c1	4	8	1	3	-1	-0.3	-2	-2	-2	-4

Of the compounds above, these contain a furan ring, fused or not:
No.	SMILES	ABHD4 inh	TCR CD3 inh	LEDGF integ inh	HTRA1 inhibitor	Rev-erbA mod	PG9 Ab binder	rCAG binder	MBD2 inh	PRMT1 inh	UHRF1 binding
18	Cc1cccc(NC(=O)CN2C(=O)N/C(=C\c3ccc(-c4cccc(C(=O)O)c4)o3)C2=O)c1	6	5	5	-14	6	0.9	69*	2	27*	6
20	CCc1nn(C(C)C(=O)NCc2cccc(OC)c2)c(=O)c2cc3occc3n12 (stereo not given)	2	9	-3	0	3	-1.9	-4	0	-2	0
27	COC(=O)C1=C(C)N(Cc2ccccc2)C(=O)N[C@H]1c1ccco1	6	-2	2	-2	8	1.9	13	1	8	4
28	Cc1nc2ccccc2c(=O)n1/N=C/c1c(O)ccc2oc3c(c12)CCCC3	9	4	0	6	-11	-1.9	3	0	2	-2
36	COc1ccc(C(=O)c2coc(-c3ccccc3C(=O)O)c2C(=O)O)cc1	-13	-1	-3	0	-1	0.1	0	10	4	6
42	Cc1c(C(=O)NCCc2ccccc2)oc2ccccc12	-7	7	0	-10	3	-0.8	-3	3	-2	-2

Screening results: PubChem, several laboratories
